# Compound activity from PubChem BioAssay.
# S2 tox: viability counter-screen for ATXN expression inhibitors. 400,000 compounds, 0.49% hits. Potency, µM (highest dose often 56.7 µM), usual class: cytotoxic. AID 651635. S2 cells (HEK-293 line with an ATXN2-luciferase reporter) viability, CellTiter-Fluor protease fluorescence, 24 h; further: potency means the concentration at half of the fitted maximal effect; nearly all actives have a fitted effect of over 40% in size
# HT1080-NT tox: kills 2HG-producing HT-1080-NT fibrosarcoma cells; Potency, µM (top dose mostly 46.1 µM), inactives show at the top dose activity, negative = less viability, usual class: cytotoxic; 360,000 compounds, 1.6% hits; AID 686970; HT-1080-NT fibrosarcoma viability, CellTiter-Glo ATP luminescence, 48 h;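 further: NT is the 2HG producing partner of a matched IDH1 knockdown line; potency means the concentration at half of the fitted maximal effect; 0% = DMSO-treated cells and -100% = media-only wells without cells; nearly all actives have a fitted effect of over 55% in size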
#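 Compounds were tested in concentration-response format on HT-1080-NT cells for 48 hours at 37 degrees C. Cell viability came from CellTiter-Glo luminescence; curves were classified by r2, response magnitude and activity.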
# MCF10A rerep: induces DNA re-replication in MCF 10a normal breast cells; Potency, µM (highest dose often 46.1 µM), without a hit: top-dose activity, positive = re-replication, most hits filed as activators; 350,000 compounds, 2.9% hits; MCF 10A DNA re-replication, Hoechst nuclear intensity, 48 h; further: potency means the concentration at half of the fitted maximal effect; % of control where 0% means no effect; nearly all actives have a fitted effect of over 50% in size
# KB-3-1 tox: KB-3-1 parental cell cytotoxicity | 400,000 compounds, 1.4% hits | KB-3-1 viability, CellTiter-Glo ATP luminescence, 72 h | Potency, µM (top dose mostly 46.1 µM), for the others: at the top dose activity change, negative = cytotoxic, most hits filed as cytotoxic; further: potency means the concentration at half of the fitted maximal effect; on the % scale 0 is the no-effect control and ±100 the full control effect; nearly all actives have a fitted effect of over 60% in size
#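 Cytotoxicity measured as CellTiter-Glo luminescence after 72 h at 37 C. Compound titrations were pinned onto drug-naive KB-3-1 parental adenocarcinoma cells grown in DMEM with 10% FBS, and normalized data fitted to concentration-response curves.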
# SW480 rereplic: inducers of DNA re-replication in SW480 colon cancer cells; 340,000 compounds, 1.8% hits; SW480 DNA re-replication, Hoechst DNA content imaging, 48 h; Potency, µM (top dose mostly 46.1 µM), for the others: top-dose re-replication activation, actives largely listed as activators; further: potency means the concentration at half of the fitted maximal effect; % of control where 0% means no effect; nearly all actives have a fitted effect of over 55% in size
#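 SW480 cells exposed to compounds for 48 hr at 37 C, 5% CO2, then Hoechst-stained 40 min. Nuclear DNA content imaged by fluorescence scanning (405 nm excitation, 500-530 nm emission); re-replication scored as increased high-intensity nuclei.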
# IL-1B inflam inh: inhibitors of inflammasome signaling (IL-1 beta secretion); 360,000 compounds, 4.7% hits; AID 743279; THP-1 LPS/ATP IL-1B secretion, AlphaLISA, 16 h; stronger effect = lower value; activity change, % at 57.5 µM; in the data active means activity change below about -50%; inconclusive means mostly about -30% to -49%; further: on the % scale 0 is the no-effect control and ±100 the full control effect
#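 Secreted IL-1B measured by AlphaLISA bead assay after 16 h compound exposure of THP-1 cells; compounds (final up to 57.5 uM) added 1 h before LPS (250 ng/mL) and ATP (1.25 mM) stimulation; lower signal means less secretion.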
# HT1080 IDH1KD tx: toxicity to HT-1080 IDH1 knockdown cells (counter line) | HT-1080 IDH1 knockdown viability, ATP luminescence, 48 h | Potency, µM (titrated, usually from 46.1 µM), without a hit: at the top dose activity, negative = toxicity, usual class: cytotoxic | 360,000 compounds, 2% hits;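 further: potency means the concentration at half of the fitted maximal effect; 0% = DMSO wells and -100% = cell-free medium wells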
#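 In this qHTS, HT-1080 cells depleted of IDH1 are exposed for 48 h at 37 °C to compound titrations. Toxicity is scored from CellTiter-Glo luminescence, with DMSO as full viability and medium alone as none.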
# HepG2 viability: kills HepG2 cells in TGF-b inhibitor counter-screen; HepG2 CAGA-GFP viability, ATP luminescence, 18 h; Potency, µM (series often up to 46.1 µM), without a hit: top-dose activity change, negative = cytotoxicity, hits mostly cytotoxic; 410,000 compounds, 0.76% hits; AID 588856; further: potency means the concentration at half of the fitted maximal effect; some results filed as inactive show a strong effect at the top dose
#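 CellTiter-Glo luminescence gave cytotoxicity after 18 hours at 37 degrees C. The cells were HepG2 CAGA-GFP in 1% FBS DMEM, stimulated with 500 pg/mL TGF-beta after compound addition. %Activity was normalised to no-cell wells (complete cell-killing) and DMSO (no toxicity), and curves were fitted and classified.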
# ATXN2 expr inh: reduces ATXN2 reporter expression in HEK-293 cells | HEK-293 ATXN2-luciferase reporter, luminescence, 24 h | Potency, µM (top dose mostly 57 µM), for the others: at the top dose activity change, negative = inhibition, actives largely listed as inhibitors | 360,000 compounds, 0.72% hits | AID 1745845; further: potency means the concentration at half of the fitted maximal effect; on the % scale 0 is the no-effect control and ±100 the full control effect; nearly all actives have a fitted effect of over 55% in size
#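 qHTS (up to 57 uM final) was run with 24 h compound exposure of reporter cells at 37 °C. Each well was multiplexed: SteadyGlo luminescence measured ATXN2-luciferase expression after a fluorogenic Gly-Phe-AFC viability readout (25 uM final).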
# Active calls of the source: *; i = inactive; ? = inconclusive; / = not tested or not shown; [ ] = another dose, or the depositor's remark. Unless noted, the call rests on the fitted dose curve; in most records, active means well fitted curve in the direction sought with a large enough effect; inconclusive means small, poorly fitted or top-dose-only effect, or another doubt; inactive means no such curve, though single readings can be large; an effect the other way counts as inactive or inconclusive.
# Values run as follows: S2 tox	HT1080-NT tox	MCF10A rerep	KB-3-1 tox	SW480 rereplic	IL-1B inflam inh	HT1080 IDH1KD tx	HepG2 viability	ATXN2 expr inh
CCCCCNC(=O)C(=O)C1C(=O)Nc2ccccc21 (stereo unspecified)
 : i	1%	-2%	9%	1%	14	0%	-7%	11%
Cc1ccc(C2NC(=O)c3sc(=S)n(-c4ccccc4)c3N2)cc1 (stereo unspecified)
 : i	-2%	4%	?	-2%	12	-23%	-24%	-13%[11.3 µM]
CCOc1ccccc1N(CC(=O)N1CCN(Cc2ccccc2)CC1)S(=O)(=O)c1ccccc1
 : i	-14%	/	?	/	-5	-6%	-17%	/
CC(=O)NC(Cc1ccccc1)Cc1ccccc1
 : i	19%	0%	11%	-1%	20	19%	-1%	8%
COC(=O)c1cccc(NC(=O)N(C)CCc2c(C)nn(C)c2C)c1
 : ?	/	/	8%	/	/	/	-8%	-2%
O=C(NC1(C(F)(F)F)NC(=O)N(Cc2ccccc2)C1=O)c1cccs1 (stereo unspecified)
 : i	1%	6%	0%	0%	28	-6%	10%	-6%
Cc1c(Br)c([N+](=O)[O-])nn1CC(=O)N1CCN(C23CC4CC(CC(C4)C2)C3)CC1
 : i	-6%	21%	-1%	76%	-1	-3%	0%	/
NC(c1csc(Nc2ccccn2)n1)C1CCCCC1 (stereo unspecified)
 : ?	-21%	/	0%	/	-68*	?	-4%	?
CC(=O)N1CCN(c2ccc(NC(=O)c3cccc(Cl)c3Cl)cc2)CC1
 : i	-11%	?	-2%	18%	-2	3%	-10%	-8%
Cc1ccc(NC(=O)/C(=C\c2cccnc2)NC(=O)c2ccccc2)cc1
 : i	1%	-7%	-4%	-2%	-6	4%	-2%	2%
O=[N+]([O-])c1ccc(/C=C/c2ccc3cccc([N+](=O)[O-])c3n2)cc1
 : ?	-22%	?	-1%	-14%	-3	?	5%	-16%
COc1cc2c(C(=O)NCCCOC(C)C)cn(CC(C)C)c(=O)c2cc1OC
 : i	-6%	-6%	-1%	-7%	-12	-3%	-15%	-16%
Cc1cccc(-c2ccc3c(c2)C2CC3CCN2C(=O)OCc2ccccc2)c1 (stereo unspecified)
 : i	12%	0%	-1%	-4%	3	6%	-7%	45%[activator]
N#C/C(=C(/O)CCl)c1nnc2n1CCCCC2
 : i	2%	-1%	-14%	-5%	-2	1%	2%	-4%
CC(=O)N1CCN(c2ccccc2NC(=O)c2ccc(Br)o2)CC1
 : ?	17%	4%	26%	-8%	i	26%	-2%	-13%
O=C(Nc1cccc(S(=O)(=O)N2CCCCCC2)c1)c1ccc(Cl)nc1
 : i	-9%	-36%	-13%	-6%	?	-27%	-1%	-21%
O=C(NCCc1ccc(C(F)(F)F)cc1)C1CCC(=O)N(CCCc2ccccc2)C1 (stereo unspecified)
 : i	-21%	8%	-4%	?	0	-27%	-18%	-20%
CCC1CCCCN1S(=O)(=O)c1ccc(C(=O)N(CCCN(C)C)c2nc3cc4c(cc3s2)OCO4)cc1 (stereo unspecified)
 : ?	?	?	-21%	?	-80*	?	-48%	?
Cc1cc(C)cc(NC(=S)NCc2ccncc2)c1
 : i	0%	-6%	0%	-2%	-18	11%	-18%	-9%
O=C(/C=C/c1cccc([N+](=O)[O-])c1)NCCSCc1cccc(Cl)c1
 : i	3%	20%	3%	1%	?	2%	-10%	-3%
COc1ccc(-c2ccc(NS(=O)(=O)c3cc([N+](=O)[O-])c(C)c([N+](=O)[O-])c3)cc2)nn1
 : i	0%	-10%	-1%	2%	22	4%	-7%	/
CCOC(=O)c1ccc2ncc(-c3ccccc3)nc2c1
 : i	?	0%	-2%	-4%	50	-5%	2.5µM*	67%[activator]
O=C(O)CCN(CCC(=O)O)c1nnc(SCc2ccccc2)s1
 : i	8%	0%	-4%	-2%	-2	14%	-9%	0%
Cc1cc(C)nc(Nc2n[nH]c(COc3cccc4ccccc34)n2)n1
 : i	3%	1%	?	?	3	1%	-26%	1%
Cc1ccc(C)c(OCCC(=O)OCC(=O)N2CCN(c3ccccc3)CC2)c1
 : i	-1%	7%	/	1%	-2	-3%	-38%	-10%
C#CCN1C(=O)S/C(=C/C=C/c2ccc(N(C)C)cc2)C1=O
 : ?	-22%	27%	0%	-5%	-2	-30%	-33%	24%
CC(CCc1ccccc1)NC(=O)COC(=O)c1cccc(N(C)C)c1 (stereo unspecified)
 : i	3%	5%	4%	14%	12	0%	-26%	/
Cc1cccc(OCCCn2c(CCNC(=O)C(C)C)nc3ccccc32)c1
 : i	-7%	0%	3%	0%	-6	-13%	-37%	1%
CCCC(=O)N(CCc1ccc(OC)cc1)Cc1nc2ccccc2c(=O)[nH]1
 : i	?	5%	1%	-2%	?	?	-23%	-9%
Cc1ccc(OCC(=O)NNC(=O)c2ccc3c(=O)n4c(nc3c2)CCC4)cc1
 : i	2%	1%	-4%	0%	-5	9%	6%	3%

# 2 neighbouring entries from above, quoted:
# Values run as follows: S2 tox	HT1080-NT tox	MCF10A rerep	KB-3-1 tox	SW480 rereplic	IL-1B inflam inh	HT1080 IDH1KD tx	HepG2 viability	ATXN2 expr inh
O=C(Nc1cccc(S(=O)(=O)N2CCCCCC2)c1)c1ccc(Cl)nc1
 : i	-9%	-36%	-13%	-6%	?	-27%	-1%	-21%
O=C(NCCc1ccc(C(F)(F)F)cc1)C1CCC(=O)N(CCCc2ccccc2)C1 (stereo unspecified)
 : i	-21%	8%	-4%	?	0	-27%	-18%	-20%

# The listing continues.
# Values run as follows: S2 tox	HT1080-NT tox	MCF10A rerep	KB-3-1 tox	SW480 rereplic	IL-1B inflam inh	HT1080 IDH1KD tx	HepG2 viability	ATXN2 expr inh
CCOC(=O)[C@]12CCC=C1N(Cc1ccccc1)C(=O)[C@H](CC(=O)NCC13CC4CC(CC(C4)C1)C3)C2
 : i	?	/	-28%	/	-7	?	/	-4%
O=C(c1ccc([N+](=O)[O-])cc1[N+](=O)[O-])n1cnc2ccccc21
 : i	-10%	-1%	-29%	?	36	1%	-29%	/
CC(C)CN1CN(Cc2ccccc2)CNC1=S
 : i	20%	-6%	2%	-2%	-4	11%	10%	-17%
CC1CCCCN1CC(=O)Nc1ccc2c(c1)OC(F)(F)O2 (stereo unspecified)
 : i	1%	-11%	4%	6%	-12	3%	-4%	-12%
S=C(Nc1cccc(Br)c1)c1ccccc1
 : i	2%	9%	-26%	11%	-8	0%	-29%	5%
O=C(Nc1ccccc1)c1ccc(S(=O)(=O)N2CCOCC2)cc1
 : i	0%	3%	-14%	-10%	-24	-2%	-22%	15%
Cc1cccc(C(=O)N2CCCC(c3nc(-c4ccc(C)o4)no3)C2)c1 (stereo unspecified)
 : i	-12%	-13%	-2%	0%	12	-4%	-8%	3%
CC(=O)NS(=O)(=O)c1ccc(NC(=S)Nc2ccccc2)cc1
 : i	1%	2%	9%	-8%	3	-1%	-4%	/
O=C1C(=O)c2ccccc2C(O)=C1CCCCl
 : /	16µM*	?	?	-8%	-67*	?	2µM*	25µM*
Nc1nc(Cl)cc(=O)n1Cc1ccc(Cl)cc1
 : /	-16%	-1%	1%	-25%	-20	6%	3%	/
O=C(CSc1ncc(S(=O)(=O)c2ccc(Cl)cc2)c(=O)[nH]1)Nc1ccc2c(c1)OCCO2
 : i	/	/	12%	/	/	/	-28%	8%
CN(C)NC(=O)C(NC(=O)c1ccc(N)cc1)C12CC3CC(CC(C3)C1)C2 (stereo unspecified)
 : i	-1%	0%	0%	-64%[inhibitor]	-1	-1%	-7%	/
CC(CCc1ccccc1)NC(=O)CN1CCN(Cc2ccccc2)C1=O (stereo unspecified)
 : i	18%	1%	0%	7%	-1	8%	-14%	-5%
CC(=O)Nc1ccc(S(=O)(=O)N2CCN(C(=O)N3CCCCC3)CC2)cc1
 : i	-19%	1%	-3%	-3%	22	-10%	-5%	5%
COc1ccc(S(=O)(=O)N2CCCC(C(=O)NCc3ccncc3)C2)cc1 (stereo unspecified)
 : i	-7%	2%	-2%	-3%	-13	-6%	15%	1%
Cc1ccc(C)c(Cn2c(=O)cc(C)c3c(C)nn(C)c32)c1
 : i	/	/	1%	/	/	/	-8%	-15%
Cc1cc(C(=O)OCC(=O)NCCc2ccccc2)c2ccccc2n1
 : i	-4%	0%	-7%	-3%	20	-3%	-13%	-2%
Cc1ccc(C(=O)NCCc2nnc(SCC(=O)Nc3cccc(C(=O)O)c3)n2C)cc1
 : i	18%	-1%	-1%	1%	3	16%	0%	-16%
Cn1cnc2c(=O)oc3ccc(S(=O)(=O)N4CCN(c5ccccc5)CC4)cc3c21
 : i	/	/	-4%	/	/	/	0%	-4%
O=C(Nc1ccc2c(c1)OCO2)c1cc(C2CCCCN2C(=O)CCc2ccccc2)on1 (stereo unspecified)
 : i	2%	/	0%	/	-17	5%	-18%	1%
NNC(=S)Nc1cccc(-c2n[nH]c(=S)o2)c1
 : ?	10%	0%	-1%	-15%	32	6%	96%	/
Cc1ccc(S(=O)(=O)N/N=C/c2ccc(OCC(=O)Nc3ccccc3Cl)cc2)cc1
 : i	-25%	3%	?	-2%	-5	-22%	6%	-28%
CNc1snc(C)c1C(=O)OC(C)C(=O)Nc1ccccc1 (stereo unspecified)
 : ?	-4%	1%	-21%	2%	21	0%	-3%	/
C[C@@H]1CCCCO[C@@H](CN(C)C(=O)Cc2ccccc2)[C@@H](C)CN([C@H](C)CO)C(=O)c2cc(NC(=O)C3CCCCC3)ccc2O1
 : ?	3%	/	4%	/	-21	-2%	1%	-14%
COc1ccc(OCCC(=O)OCC(=O)NC(=O)NC(C)C)cc1
 : ?	4%	3%	5%	-1%	6	7%	4%	9%
COc1cc(C(=O)N/C(=C\c2cn(S(=O)(=O)N(C)C)c3ccccc23)C(=O)N2CCCC2)cc(OC)c1OC
 : i	-14%	1%	?	-12%	-15	-16%	-40%	5%
